SIRT5 inh: inhibitors of human sirtuin-5 desuccinylase; 330,000 compounds, 1.1% hits; Purified SirT5, succinyl-peptide AMC, trypsin-coupled fluorescence; Q9NXA8; inhibition, % at 15 µM; in the data active means inhibition above about 15%; inconclusive means no clear call, values can overlap the other calls
Target sequence (Q9NXA8 whole entry, looked up): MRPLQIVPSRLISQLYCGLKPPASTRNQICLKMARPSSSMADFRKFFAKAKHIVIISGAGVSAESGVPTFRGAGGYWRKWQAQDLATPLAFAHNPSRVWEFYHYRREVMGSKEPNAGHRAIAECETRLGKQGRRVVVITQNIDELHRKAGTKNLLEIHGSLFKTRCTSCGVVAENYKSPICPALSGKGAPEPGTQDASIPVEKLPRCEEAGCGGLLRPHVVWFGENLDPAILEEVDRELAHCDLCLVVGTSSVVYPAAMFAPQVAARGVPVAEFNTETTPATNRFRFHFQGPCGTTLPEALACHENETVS
S100A4 inh HTS: blocks human S100A4 binding to myosin IIA peptide; S100A4/TAMRA-MyoIIA peptide fluorescence polarization; inhibition, % at 10.7 µM; 360,000 compounds, 0.14% hits; AID 652163;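 active means mean inhibition of at least 70% across replicates, with every replicate also reaching that level; inconclusive means mean inhibition reaches 70% but some replicates fall short; inactive means mean inhibition below 70%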
Target sequence (P26447 whole entry, looked up): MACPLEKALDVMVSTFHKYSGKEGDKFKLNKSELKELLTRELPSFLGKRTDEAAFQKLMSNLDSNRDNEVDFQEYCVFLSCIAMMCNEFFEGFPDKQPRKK
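assay system = human S100A4 monomer with TAMRA-labelled myosin IIA peptide | also added = labelled myosin peptide probe, 5 nM | incubation = 5 min between mix addition and reading | control set = DMSO and TFP controls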
PglD DTNB: PglD (C. jejuni) enzyme inhibition; purified PglD enzyme, DTNB colorimetric CoA detection; inhibition, % at 12.5 µM; 360,000 compounds, 0.098% hits; AID 602405; in the data active means inhibition above about 16%, passing the limit was not always enough; inconclusive means no clear call, values can overlap the other calls; further: strong numbers were not always called active
E-sel inducer: induces E-selectin expression in human endothelial cells; HUVEC E-selectin immunofluorescence imaging; normalized: neutral wells 0, TNF-alpha wells 100; activation, % at 7.58 µM; 260,000 compounds, 0.37% hits;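 active means mean E-selectin-positive cell signal at least 10% of the positive control, reached in at least 60% of replicates, without over 20% cell loss; inconclusive means no rule given, readout overlaps actives, possibly toxicity-flagged; inactive means the rest, including those meeting only one limit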;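 further: in these data hits start at about 27%; measured in HUVEC primary endothelial cells; signal is the percent of cells scored E-selectin positive by PE staining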
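Material: HUVEC primary endothelial cells; Amount: 3,000 cells per well; Dosing: single concentration; Medium: EGM-2 growth medium on 0.1% gelatin-coated wells; Read-out basis: percent E-selectin-positive cells; Signal: immunofluorescence imaging; Control set: TNF-alpha, DMSO.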
Statin myotox sup: suppressors of simvastatin-induced myotoxicity in C2C12 myotubes; rescue of ATP level, % at 7.49 µM; 330,000 compounds, 0.78% hits; ATP luminescence, 48 h; scaled: DMSO 0, geranylgeraniol control 100; AID 602340;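 active means mean ATP rescue above about 67%, or every replicate alone reaching that limit, limit read from the data, passing the limit was not always enough; inconclusive means no clear call, values can overlap the other calls; inactive means mean under the limit and some replicate under it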;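 further: myotubes were challenged with 10 µM simvastatin during compound exposure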
ERp5 inh: inhibitors of human ERp5; 350,000 compounds, 0.05% hits; Q15084; ERp5 insulin aggregation, absorbance 650 nm, 90 min; inhibition, % at 9.99 µM;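 active means mean replicate inhibition above about 25%, with every replicate also reaching it, limit read from the data, passing the limit was not always enough; inconclusive means only one of those two criteria met; inactive means neither criterion met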
Target sequence (Q15084 whole entry, looked up): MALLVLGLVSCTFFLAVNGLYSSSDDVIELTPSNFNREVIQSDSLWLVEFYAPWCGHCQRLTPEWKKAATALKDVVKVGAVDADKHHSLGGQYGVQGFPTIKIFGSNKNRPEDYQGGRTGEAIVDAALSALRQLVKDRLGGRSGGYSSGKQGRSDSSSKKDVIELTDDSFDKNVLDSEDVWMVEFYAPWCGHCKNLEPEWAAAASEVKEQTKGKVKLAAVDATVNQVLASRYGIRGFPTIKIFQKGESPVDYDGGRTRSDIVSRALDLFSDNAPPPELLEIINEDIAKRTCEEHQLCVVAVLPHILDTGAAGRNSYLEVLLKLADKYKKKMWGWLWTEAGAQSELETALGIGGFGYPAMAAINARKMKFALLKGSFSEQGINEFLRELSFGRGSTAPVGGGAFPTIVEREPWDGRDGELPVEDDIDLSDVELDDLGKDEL
DENV2 CPE: DENV2-induced cell death inhibition; 350,000 compounds, 1.7% hits; DENV2-infected cells, cytopathic effect rescue, plate reader; CPE inhibition, % at 9.99 µM; in the data active means CPE inhibition above about 20%, passing the limit was not always enough; inconclusive means no clear call, values can overlap the other calls; tested in BHK-21 cells;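 further: 0% = median of neutral control wells and 100% = median of positive control wells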
* marks the source's active call; other numbers are inactive results; u = inconclusive; x = not tested or not shown; & = joins results of further samples. This is a subset; the hit share may differ from the screen's.

SMILES	SIRT5 inh	S100A4 inh HTS	PglD DTNB	E-sel inducer	Statin myotox sup	ERp5 inh	DENV2 CPE
Cc1nc(-c2ccc(NC(=O)C(C)(C)C)cc2)c(-c2ccccc2)o1	-4.8	-6.5	8.5	u	13.1	4.0	1.9
COc1ccc(NC(=O)N2C[C@@H]3[C@H](c4ccccc42)[C@H](CO)N3C(=O)C2CCCC2)cc1	0.6	-1.0	11.3	0.1	-1.6	-0.2	9.5
C[C@@H]1CN([C@H](C)CO)C(=O)CCCn2nncc2CO[C@H]1CN(C)C(=O)Nc1ccc(N2CCN(C)CC2)cc1	-2.5&0.4	-1.0&30.4	-0.2&-1.8	-2.3&0.0	1.7&-29.7&0.4	2.0&0.6	-5.5&2.0
Cc1onc(-c2ccccc2)c1C(=O)N1CCC(C)(C(=O)O)C1 (centres undefined)	-3.0	-2.0	6.0	0.0	7.6	5.0	-0.9
NC(=O)C1(NC(=O)[C@@H]2CC3(CC(c4cccc(NC(=O)c5cc([N+](=O)[O-])cc([N+](=O)[O-])c5)c4)=NO3)CN2C(=O)c2ccccc2)CC1 (some centres undefined)	x	-1.4	1.7	0.4	-0.7	1.8	-5.7
CC(=O)NC(CC(=O)NC(C)c1ccc(Cl)cc1Cl)c1ccccc1 (centres undefined)	3.9	-0.9	x	4.4	x	6.6	-3.1
O=C1CC(C(=O)N(c2ccccc2)C(C(=O)NC2CCCC2)c2ccncc2)CS1 (centres undefined)	-6.8	26.7	-13.9	-0.2	2.9	-2.2	-1.1
CCOc1ccc(CN(C)C(=O)c2ccc(NS(=O)(=O)c3ccc4[nH]c(=O)[nH]c4c3)cc2)cc1	-0.5	0.2	-4.4	1.7	6.3	-6.7	u
C[C@@H]1CCCCO[C@@H](CN(C)C(=O)C2CCCCC2)[C@H](C)CN([C@H](C)CO)C(=O)c2cc(NS(=O)(=O)c3ccccc3)ccc2O1	7.4	9.1	-2.1	-0.2	u	17.9	-6.4
O=C(NCCc1ccccc1)C1CC(=O)N(C2CCCCCC2)C1 (centres undefined)	10.1	-2.6	x	x	x	1.3	7.6
C[C@H]1CN([C@@H](C)CO)C(=O)c2cccc(NC(=O)NC3CCCCC3)c2O[C@@H]1CN(C)CC1CCCCC1	8.4	-2.5	4.2	-0.4	13.8	2.1	29.7*
NC(Cc1ccc(Cl)cc1)c1csc(Nc2cc(Oc3ccccc3)ncn2)n1 (centres undefined)	-2.5	-1.8	-4.2	-0.2	6.4	-0.1	u
CC(C)C[C@H]1CN([C@@H](Cc2ccc(O)cc2)CN2CCCC2CN2C(=S)NC[C@@H]2Cc2ccccc2)C(=S)N1CC1CCCCC1 (some centres undefined)	-0.5	-3.2	x	0.0	x	-3.6	17.6
O=C(Nc1ccccc1)Nc1ccc2c(c1)[C@@H]1C[C@H](CC(=O)N3CCOCC3)O[C@H](CO)[C@@H]1O2	x	x	7.7	0.2	3.0	x	2.8
Cc1ccc(C(=O)CCC(=O)Nc2ncccc2O)cc1	-2.9	-7.9	x	-0.1	-4.8	-7.1	8.5
CCOc1ncccc1C(=O)OCC(=O)c1ccccc1Br	-1.5	-1.6	x	x	x	1.2	-1.9
COc1cc(/C=N/NC(=O)c2cc(C)oc2C)cc(OC)c1OC	-1.3	-0.9	x	x	x	4.8	x
CCN(CC)CCNC(=O)CCn1nc(-c2ccc(Cl)cc2)ccc1=O	0.9	2.0	-2.6	0.2	10.9	2.4	u
CCCNC(=O)Nc1ccc2c(c1)C(=O)N(C)[C@@H]1CC[C@H](CC(=O)OC)O[C@@H]1CO2	-0.4	-6.4	0.3	0.0	19.3	-3.7	-2.3
Cc1ccc([C@H]2C[C@H](O)[C@@H](n3cc(COC(=O)c4ccccc4)nn3)CN2C(=O)c2cccs2)cc1	16.8*	5.7	x	0.0	2.4	4.5	2.6
CCCCN1C(=O)C(CC(=O)NCCN2CCOCC2)CC(C(=O)N2CCCCCC2)=C1C (centres undefined)	x	-18.5	x	-0.2	x	2.6	-9.5
COCC(=O)N1[C@@H](C#N)[C@@H](c2ccccc2)[C@@H]1CO	0.1	8.0	1.4	-0.6	-6.2	-2.1	19.7
CCN(CC)CCN1CCN(c2cnc(C)cn2)CC1	x	0.2	-0.7	x	-0.7	-1.4	3.8
Cc1cc(C)n2c(NCc3ccccc3)c(CC(C)C)nc2n1	x	-3.9	x	0.0	x	2.8	-7.4
CN(C)CC(=O)N[C@H]1CC[C@@H](CCNC(=O)C2CCCC2)O[C@@H]1CO	-1.5	4.1	-1.5	-0.4	2.1	-1.0	-8.0

Additional results.
SMILES	SIRT5 inh	S100A4 inh HTS	PglD DTNB	E-sel inducer	Statin myotox sup	ERp5 inh	DENV2 CPE
Cc1ncc([N+](=O)[O-])n1CCOC(=O)C12CC3CC(CC(C3)C1)C2	0.6	2.7	2.3	2.0	-12.4	-1.6	3.8
C[C@H]1CN([C@@H](C)CO)C(=O)c2cc(-c3ccccc3)cnc2O[C@@H]1CN(C)Cc1ccccn1	1.9	-17.3	5.7	0.5	28.6	9.8	0.6
N#Cc1c(-c2ccccc2)cc2nc3ccccc3n2c1N	-10.6	-1.4	x	x	x	0.6	-1.8
CN(Cc1ccccc1F)C(=O)c1ccc(NC(=O)CC2SC(N3CCCCC3)=NC2=O)cc1 (centres undefined)	3.0	3.8	-102.3	0.4	3.4	-2.0	8.5
CC(C)c1ccc(C(C(=O)NC2CCCCC2)N(C(=O)c2ccccn2)c2cccnc2)cc1 (centres undefined)	-2.2	-5.5	x	x	x	1.8	-2.6
O=C(COc1ccc(S(=O)(=O)NCc2ccccc2)cc1Cl)NCC1CCCO1 (centres undefined)	-1.2	-4.5	5.5	x	9.3	-9.4	-3.6
CCCCCCCC1c2c(c(C)c(C)oc2=O)Oc2c(C)c(C)oc(=O)c21	x	-1.9	-2.3	-0.1	22.8	-5.2	89.5*
CN(Cc1ccccc1)C(=O)c1ncn(C)c1C(=O)N(C)Cc1ccccc1	-2.5	56.7	6.9	0.2	1.6	2.4	6.3
OC(COc1c(F)cc(Br)cc1F)CN1CCc2ccccc2C1 (centres undefined)	-1.2	3.7	0.1	0.2	17.4	-0.9	0.4
NC(=O)c1cc(C(=O)Cc2ccc(Cl)cc2)c[nH]1	3.1	-0.3	-2.6	-0.1	2.2	1.3	0.7
O=C(O)c1cc(-c2ccc(/C=N/Nc3ccc([N+](=O)[O-])cn3)o2)ccc1Cl	12.0	-0.9	x	x	x	4.9	4.6
CCN1C(=O)c2cccc3c(Cl)ccc1c23	0.3	0.7	1.3	6.3	1.1	2.1	2.3
COc1ccc(CNS(=O)(=O)c2ccccc2Br)c(OC)c1	-1.5	-3.6	x	0.0	x	5.2	11.5
Clc1cc(-c2ccccc2)nc(-c2ccccc2)n1	-1.4	-3.0	x	x	x	-3.0	-7.0
CO[C@@H](CN(C)C(=O)c1cc(Cl)cc(Cl)c1)[C@@H](C)CN(C(=O)Nc1ccc(F)cc1)[C@H](C)CO	-6.3	0.9	1.7	-0.1	4.9	0.7	19.3
C[C@H](CO)N1C[C@H](C)[C@H](CN(C)Cc2ccc(C(=O)O)cc2)Oc2c(NS(=O)(=O)c3ccc(F)cc3)cccc2C1=O	0.1	-2.4	0.5	0.9	-33.0	-0.7	12.8
O=S(=O)(Nc1cccc(Oc2cnccn2)c1)c1ccc(F)cc1	-2.2	-4.3	5.8	40.1*	0.5	-0.1	0.6
CC(=O)N(C)C[C@@H]1Oc2cc(/C=C/c3ccccc3)ccc2S(=O)(=O)N([C@H](C)CO)C[C@@H]1C	3.1	27.8	-0.2	0.0	-1.0	-1.0	9.3
CC(C)CNC(=O)c1cc(-c2ccco2)on1	13.1	10.5	-1.0	x	-6.2	8.4	x
CC(C)NC(=O)Nc1ccc2c(c1)C(=O)N([C@H](C)CO)C[C@@H](C)[C@@H](CN(C)CC1CCCCC1)OCCCC[C@@H](C)O2	3.1	21.7	1.4	-0.3	x	3.8	-0.9
NC(=O)NCc1ccccc1Cl	-2.2	-0.3	x	-0.1	x	-6.9	-1.2
CCOC(=O)CN(C(=O)CSc1nnnn1C)c1ccccc1	-0.7	0.4	-3.9	0.0	2.5	-6.0	6.0
Cc1ccccc1OCCC(=O)N1CCN(S(=O)(=O)c2ccc(Br)cc2)CC1	-8.9	6.5	5.8	-0.4	-7.0	-0.4	-2.7
O=C(Cn1cc([N+](=O)[O-])cn1)Nc1cccnc1	x	3.2	x	-1.8	x	1.6	-2.8
CCCCNC(=O)C1(C)CCN1C(=O)c1ccc2c(c1)C(C)(C)CCC2(C)C (centres undefined)	-2.2	5.6	-1.5	0.1	0.8	-1.4	7.8

10 compounds out of the list, ordered by molar mass, falling:
SMILES	SIRT5 inh	S100A4 inh HTS	PglD DTNB	E-sel inducer	Statin myotox sup	ERp5 inh	DENV2 CPE
CO[C@@H](CN(C)C(=O)c1cc(Cl)cc(Cl)c1)[C@@H](C)CN(C(=O)Nc1ccc(F)cc1)[C@H](C)CO	-6.3	0.9	1.7	-0.1	4.9	0.7	19.3
CN(Cc1ccccc1F)C(=O)c1ccc(NC(=O)CC2SC(N3CCCCC3)=NC2=O)cc1 (centres undefined)	3.0	3.8	-102.3	0.4	3.4	-2.0	8.5
Cc1ccccc1OCCC(=O)N1CCN(S(=O)(=O)c2ccc(Br)cc2)CC1	-8.9	6.5	5.8	-0.4	-7.0	-0.4	-2.7
CC(C)c1ccc(C(C(=O)NC2CCCCC2)N(C(=O)c2ccccn2)c2cccnc2)cc1 (centres undefined)	-2.2	-5.5	x	x	x	1.8	-2.6
O=C(COc1ccc(S(=O)(=O)NCc2ccccc2)cc1Cl)NCC1CCCO1 (centres undefined)	-1.2	-4.5	5.5	x	9.3	-9.4	-3.6
OC(COc1c(F)cc(Br)cc1F)CN1CCc2ccccc2C1 (centres undefined)	-1.2	3.7	0.1	0.2	17.4	-0.9	0.4
O=S(=O)(Nc1cccc(Oc2cnccn2)c1)c1ccc(F)cc1	-2.2	-4.3	5.8	40.1*	0.5	-0.1	0.6
CCOC(=O)CN(C(=O)CSc1nnnn1C)c1ccccc1	-0.7	0.4	-3.9	0.0	2.5	-6.0	6.0
Cc1ncc([N+](=O)[O-])n1CCOC(=O)C12CC3CC(CC(C3)C1)C2	0.6	2.7	2.3	2.0	-12.4	-1.6	3.8
NC(=O)NCc1ccccc1Cl	-2.2	-0.3	x	-0.1	x	-6.9	-1.2

Additional records.
SMILES	SIRT5 inh	S100A4 inh HTS	PglD DTNB	E-sel inducer	Statin myotox sup	ERp5 inh	DENV2 CPE
O=C(c1cnc2n(c1=O)CCS2)N1CCN(c2ccc([N+](=O)[O-])cc2)CC1	5.4	0.2	-12.3	x	-0.9	-6.0	-5.4
COc1ccc(C2=NN(c3nc(C)cc(C)n3)C(=O)C2)cc1	-0.1	0.2	x	-1.1	x	-1.0	-7.4
COC(=O)C1CCN(C(=O)COC(=O)CNS(=O)(=O)c2ccc(SC)c([N+](=O)[O-])c2)CC1	2.6	1.9	1.6	x	1.2	-2.2	-1.9
COc1ccc(NCc2cc(=O)[nH]c3ccccc23)cc1	-5.2	-15.7	5.9	0.0	-9.1	-0.4	3.6
O=C(C[C@@H]1C=C[C@@H](NC(=O)Nc2cccc(F)c2)[C@@H](CO)O1)NCC1CC1	3.7	8.3	2.5	-0.4	-2.6	2.4	5.4
CCOC(=O)C1CC(c2ccc(Cl)cc2)=NNC1=O (centres undefined)	-6.0	3.3	x	x	x	5.5	-1.2
CCOCCCNc1ccc(N2C(=O)C3CCCCC3C2=O)cc1[N+](=O)[O-] (centres undefined)	1.0	-5.9	-1.9	0.0	-5.1	5.4	-8.1
CC(=O)Nc1ccc(Cl)cc1-c1ccccc1	4.4	0.7	2.0	0.3	6.3	0.6	2.5
COc1ccc(OCC(=O)Nc2ccncc2)cc1	-3.0	0.1	0.4	1.3	7.7	-1.5	-12.5
